# Tau ThT inhib = tau fibrillization inhibition (ThT binding); AID 1460; hit rate 2.1% among 270,000; P10636; recombinant tau K18 P301L, heparin-induced fibrillization, ThT fluorescence; Potency, µM (titrated, usually from 57.4 µM), for the others: top-dose activity, negative = inhibition, most hits filed as inhibitors; also: % is scaled to controls: 0 for no effect and ±100 for the full control effect; nearly all actives have a fitted effect of over 55% in size
# Target sequence (P10636 561-689 P618L limits assumed): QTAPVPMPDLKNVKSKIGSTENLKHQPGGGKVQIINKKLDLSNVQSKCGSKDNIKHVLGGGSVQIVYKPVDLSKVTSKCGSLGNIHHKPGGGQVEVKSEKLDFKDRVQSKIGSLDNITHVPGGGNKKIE
#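 Recombinant human tau K18 fragment […] carrying P301L, 15 uM unlabeled plus 0.24 uM Alexa 594-labeled, was fibrillized with 20 uM heparin in 100 mM sodium acetate pH 7 for 6 hr at 37 C; 30 uM ThT fluorescence read after 1 hr.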
# ALDH1A1 block = blocks purified human ALDH1A1 activity; P00352; Purified ALDH1A1, NADH fluorescence, propionaldehyde substrate; Potency, µM (series often up to 75.3 µM), without a hit: top-dose activity, negative = inhibition, actives largely listed as inhibitors; hit rate 7.3% among 220,000; AID 1030; active = well fitted inhibition curve with a large enough effect, not every such curve was filed as active; inconclusive = small, poorly fitted or top-dose-only effect, or another doubt; inactive = no such curve, though single readings can be large or run the other way;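 also: plate controls were no enzyme wells and a reference inhibitor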
# Target sequence (P00352 whole entry, looked up): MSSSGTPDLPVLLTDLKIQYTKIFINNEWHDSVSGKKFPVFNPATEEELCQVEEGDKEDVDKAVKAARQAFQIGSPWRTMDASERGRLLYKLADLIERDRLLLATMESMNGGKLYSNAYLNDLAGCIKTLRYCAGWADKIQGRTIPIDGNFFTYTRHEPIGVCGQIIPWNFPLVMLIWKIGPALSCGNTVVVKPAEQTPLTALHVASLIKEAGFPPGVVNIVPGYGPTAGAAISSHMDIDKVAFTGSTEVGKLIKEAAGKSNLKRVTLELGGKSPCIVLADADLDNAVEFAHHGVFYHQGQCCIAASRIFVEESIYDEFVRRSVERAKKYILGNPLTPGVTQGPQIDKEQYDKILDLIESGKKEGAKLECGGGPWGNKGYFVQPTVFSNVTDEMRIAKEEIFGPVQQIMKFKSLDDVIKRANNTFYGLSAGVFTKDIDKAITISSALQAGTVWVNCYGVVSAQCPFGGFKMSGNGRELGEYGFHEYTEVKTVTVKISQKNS
# Tau fluor counter = counter-screen for tau fibril formation inhibitors | tau K18 P301L (four-repeat tau fragment) Alexa594 fluorescence, heparin fibrillization | hit rate 0.93% among 280,000 | Potency, µM (top dose mostly 57.7 µM), for inactives: at the highest dose activity change, negative = decrease | AID 1463; also: % is scaled to controls: 0 for no effect and ±100 for the full control effect; nearly all actives have a fitted effect of over 55% in size
#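 Human K18 P301L tau (15 uM unlabeled plus 0.24 uM Alexa 594-labeled, final) in 100 mM sodium acetate pH 7 was mixed with compound and 20 uM heparin and incubated 6 hr at 37 C.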
# Tau fibril FP = tau fibrillization inhibition (FP). P10636. K18 P301L tau heparin fibrillization, Alexa594 FP, 6 h. Potency, µM (titrated, usually from 57.7 µM), without a hit: top-dose activity, negative = inhibition, usual class: inhibitors. hit rate 0.39% among 280,000; also: % is scaled to controls: 0 for no effect and ±100 for the full control effect; nearly all actives have a fitted effect of over 55% in size
#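 Recombinant K18 P301L […], labeled with Alexa 594 at 0.24 uM over 15 uM unlabeled; heparin inducer 20 uM final; 37 C, 6 hr; FP endpoint.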
# SMN2 splice up = increases expression of the SMN2 splice variant. HEK293 SMN2-luciferase splicing reporter, luminescence, 30-36 h. Potency, µM (series often up to 46.1 µM), for the others: at the highest dose activity change, positive = activation, actives largely listed as activators. hit rate 2.8% among 210,000. AID 1458; also: % of control where 0% means no effect; nearly all actives have a fitted effect of over 55% in size
#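 qHTS luciferase splicing reporter: luminescence rises when SMN2 exon 7 is included in transfected HEK293 cells. Compound exposure lasted 30-36 h at 37C, with 4.5 mM final sodium butyrate as control, followed by a ONE-Glo read.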
# HTT aggregate = reduces HttQ103-GFP aggregates in PC12 cells. Potency, µM (highest dose often 46.1 µM), for inactives: top-dose activity change, negative = inhibition, usual class: inhibitors. PC12 HttQ103-GFP aggregates, Acumen cytometry, 40 h. hit rate 1.1% among 220,000; also: % is scaled to controls: 0 for no effect and ±100 for the full control effect; nearly all actives have a fitted effect of over 60% in size
#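 Quantitative HTS on tebufenozide-induced (100 nM) PC12 cells stably expressing polyQ103 Huntingtin exon 1–GFP. Reduction of bright GFP aggregates, detected by laser scanning cytometry after lysis, identified actives across the titration.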
# HTT ATP protect = protects HTT-Q103 PC12 cells, measured by ATP. PC12 HTT-Q103 induced, cytoprotection, ATP luminescence, 40 h. Potency, µM (series often up to 56.4 µM), for inactives: cytoprotection (ATP increase), most hits filed as activators. hit rate 0.14% among 230,000. AID 1471;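 also: % of control where 0% means no effect; nearly all actives have a fitted effect of over 45% in size; toxic huntingtin expression switched on by the ecdysone agonist tebufenozide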
#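 Compounds were screened for protection of PC12 cells against cell death after tebufenozide induction (100 nM final) of mutant Huntingtin exon 1 (Q103) fused to GFP.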
# JMJD2E inh = inhibitors of human JMJD2E histone demethylase | hit rate 1.6% among 230,000 | Potency, µM (series often up to 57.1 µM), inactives show at the top dose activity change, negative = inhibition, usual class: inhibitors | JMJD2E catalytic domain, FDH-coupled NADH fluorescence (FDH is formaldehyde dehydrogenase) | B2RXH2 | AID 2147; active = well fitted inhibition curve with a large enough effect, not every such curve was filed as active; inconclusive = small, poorly fitted or top-dose-only effect, or another doubt; inactive = no such curve, though single readings can be large or run the other way;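 also: 0% = wells with enzyme and -100% = buffer wells without enzyme; nearly all actives have a fitted effect of over 50% in size; many of its hits are not listed in these tables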
# Target sequence (B2RXH2 1-337 limits assumed): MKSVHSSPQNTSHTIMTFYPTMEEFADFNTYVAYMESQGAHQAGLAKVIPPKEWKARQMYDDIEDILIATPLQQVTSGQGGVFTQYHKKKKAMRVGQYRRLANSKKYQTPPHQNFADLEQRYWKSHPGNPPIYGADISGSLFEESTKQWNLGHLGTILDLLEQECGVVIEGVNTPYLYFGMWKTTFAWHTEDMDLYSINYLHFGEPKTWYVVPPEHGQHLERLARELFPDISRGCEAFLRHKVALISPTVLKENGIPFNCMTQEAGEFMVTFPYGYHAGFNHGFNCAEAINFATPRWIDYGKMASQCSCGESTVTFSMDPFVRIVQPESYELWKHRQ
# * marks the source's active call; other numbers are inactive results; ? = inconclusive; . = not tested or not shown; & = joins results of further samples; [ ] = remark or other dose. Unless noted, calls follow the shape of the dose curve; as a rule, active = well fitted curve in the direction sought with a large enough effect; inconclusive = small, poorly fitted or top-dose-only effect, or another doubt; inactive = no such curve, though single readings can be large; an effect the other way counts as inactive or inconclusive. Potency is read from the fitted curve at half-maximal effect. These rows are one share of the data. The share of hits here may be higher or lower than overall.
# Field names – A = Tau ThT inhib; B = ALDH1A1 block; C = Tau fluor counter; D = Tau fibril FP; E = SMN2 splice up; F = HTT aggregate; G = HTT ATP protect; H = JMJD2E inh
CC(=O)Nc1sc2c(c1C(c1ccc(F)cc1)N1CCOCC1)CCCC2 (stereo unspecified)
  A = ?; B = -8%; C = -8%; D = 5%; E = -33%[inhibitor]; F = 13%; G = -11%; H = -13%

Cc1ccc(C)c(OCc2nc3ccccc3n2C)c1
  A = ?; B = .; C = -25%; D = 0%; E = 8%; F = .; G = .; H = .

CC(C)(C)/C(Cn1cncn1)=N\OC(=O)Nc1ccc(Cl)cc1
  A = 4%; B = 6%; C = -4%; D = 1%; E = 9%; F = 4%; G = .; H = -4%

Cc1nc2scc(-c3ccccc3)c2c(=O)n1N
  A = 3%; B = -3%; C = 8%; D = 1%; E = 8%; F = -16%; G = -15%; H = -4%

Nc1nccc(/C=C/c2ccc(Cl)cc2)n1
  A = -16%; B = .; C = -21%; D = -4%; E = .; F = 3%[9.22 µM]; G = 7%[10 µM]; H = ?

O=C(O)Cc1sc(Nc2ccccc2)nc1-c1cccs1
  A = ?; B = .; C = ?; D = 3%; E = .; F = -17%[9.22 µM]; G = -2%[10 µM]; H = -4%

COc1cc(C2NC(=S)NC3=C2CCc2ccccc23)cc(OC)c1OC (stereo unspecified)
  A = 1%; B = ?; C = 7%; D = 1%; E = 5%; F = 10%; G = 5%[10 µM]; H = -13%

CCOC(=O)c1cnc(-n2nc(C)cc2C)nc1NNc1nc(-c2ccccc2)cc(-c2ccccc2)n1
  A = -13%; B = 3%; C = -23%; D = 12%; E = -90%[inhibitor]; F = 10µM*; G = 32%[10 µM]; H = -9%

O=C(NC1(O)C(=O)c2ccccc2C1=O)c1ccccc1
  A = 2.8µM*; B = 1.4µM*; C = -19%; D = ?; E = -7%; F = ?; G = 12%[10 µM]; H = ?

CC1(C)CC(C(=O)NCCC(c2ccccc2)c2ccco2)CCO1 (stereo unspecified)
  A = -1%; B = ?; C = 1%; D = 1%; E = 22%; F = -26%; G = -9%[10 µM]; H = 2%

O=C(NCCc1ccccn1)c1ccc(S(=O)(=O)N2CCCCCC2)cc1
  A = 4%; B = -10%; C = 4%; D = -3%; E = -14%; F = 1%; G = -20%; H = 2%

COc1ccc(N2CC(C)Cn3c2nc2c3c(=O)n(CCc3ccccc3)c(=O)n2C)cc1 (stereo unspecified)
  A = -6%; B = 2%; C = 1%; D = 8%; E = 2%; F = 6%; G = -12%[0.074 µM]; H = 3%

CC(C)NC(=O)CSc1nc2ccccc2n1CC(=O)N1CCc2ccccc21
  A = -2%; B = -4%; C = -5%; D = 4%; E = 1%; F = 4%; G = -6%[10 µM]; H = 5%

CCOC(=O)c1c(NC(=O)CSc2nnc(-c3ccncc3)n2Cc2ccco2)sc(C)c1C
  A = -17%; B = ?; C = -11%; D = 4%; E = 0%; F = -8%; G = -12%; H = 0%

CCC(CC)c1nnc(NC(=O)Cc2cccs2)s1
  A = -10%; B = -8%; C = -6%; D = 4%; E = .; F = -8%[9.22 µM]; G = 18%[10 µM]; H = -7%

# Following part
# Field names – A = Tau ThT inhib; B = ALDH1A1 block; C = Tau fluor counter; D = Tau fibril FP; E = SMN2 splice up; F = HTT aggregate; G = HTT ATP protect; H = JMJD2E inh
Cc1cc(C)c(NC(=S)N(C)C)cc1C
  A = 3%; B = .; C = 6%; D = 4%; E = .; F = 18%[9.22 µM]; G = 33%[10 µM]; H = 2%

Cn1cccc1Cc1nnc(SCC(=O)NC2CCCC2)n1CCc1ccccc1
  A = 0%; B = -15%; C = 2%; D = 2%; E = 4%; F = -3%; G = -8%; H = 9%

CC1(O)C(=O)C=C2C=C(c3ccsc3)OC=C2C1=O (stereo unspecified)
  A = 0%; B = 6%; C = -7%; D = -14%; E = 5%; F = .; G = -11%; H = -2%

COC(=O)N1[C@H](Cc2ccccc2)C=C[C@]1(C)C(=O)O
  A = -7%&-12%; B = -10%&1%; C = -7%&-14%; D = -1%&7%; E = 4%&-5%; F = 1%; G = -5%; H = -6%&-14%

Cc1ccsc1/C=C(/C#N)C(=O)NCc1ccccc1
  A = 3%; B = 3%; C = 1%; D = 4%; E = 3%[1.84 µM]; F = -6%; G = 3%[10 µM]; H = -2%

Cc1csc2ncc(C(=O)N(Cc3ccccc3)c3ccccn3)c(=O)n12
  A = -1%; B = ?; C = -3%; D = -6%; E = 6%; F = 3%; G = -7%[10 µM]; H = ?

CCOC(=O)C(NC(C)=O)(Nc1ccc(S(=O)(=O)Nc2ncccn2)cc1)C(F)(F)F (stereo unspecified)
  A = -12%; B = 8%; C = -9%; D = -14%; E = 19%; F = 10%; G = 21%[10 µM]; H = 8%

Cc1c(C(=O)NCCc2ccc(S(N)(=O)=O)cc2)cccc1[N+](=O)[O-]
  A = 8%; B = 9%; C = 5%; D = -1%; E = 9%; F = -16%; G = 7%; H = 12%

CSc1ccccc1NC(=O)CN(C1CCCCC1)S(C)(=O)=O
  A = 0%; B = 2%; C = -10%; D = 5%; E = 9%; F = -10%; G = 21%; H = -6%

CCOC(=O)c1cnc2sc3c(n2c1=O)CCCC3
  A = ?; B = ?; C = -11%; D = -4%; E = -27%; F = 8.9µM*; G = -12%[10 µM]; H = ?

CCCCNC(=O)c1cc2nc3c(c(C(F)(F)F)n2n1)CCc1ccccc1-3
  A = -8%; B = 1%; C = -7%; D = -3%; E = -15%; F = 0%; G = -15%; H = 0%

COc1ccc(NC(=O)CN2CCCN(Cc3ccc(Cl)cc3)S2(=O)=O)cc1Cl
  A = -12%; B = .; C = ?; D = ?; E = -24%; F = .; G = .; H = .

COc1ccc2c(CC(=O)Nc3ccc(N4CCOCC4)cc3)coc2c1
  A = ?; B = -11%; C = -19%; D = 9%; E = 12%; F = 14%; G = -22%; H = 2%

COC(=O)c1ccccc1NC(=O)CN1CCC(NC(=O)c2ccccc2C)CC1
  A = -8%; B = 20µM*; C = -5%; D = 7%; E = -21%; F = 25%; G = -13%[10 µM]; H = -1%

O=C(c1ccc(CSc2nc3ccncc3n2Cc2ccccc2F)cc1)N1CCCCCC1
  A = 3%; B = .; C = 1%; D = 4%; E = -18%; F = .; G = .; H = .

# Reformatted: results already given.
# Value order: Tau ThT inhib | ALDH1A1 block | Tau fluor counter | Tau fibril FP | SMN2 splice up | HTT aggregate | HTT ATP protect | JMJD2E inh
Cc1cc(C)c(NC(=S)N(C)C)cc1C
→ 3% | . | 6% | 4% | . | 18%[9.22 µM] | 33%[10 µM] | 2%
COC(=O)N1[C@H](Cc2ccccc2)C=C[C@]1(C)C(=O)O
→ -7%&-12% | -10%&1% | -7%&-14% | -1%&7% | 4%&-5% | 1% | -5% | -6%&-14%
CCCCNC(=O)c1cc2nc3c(c(C(F)(F)F)n2n1)CCc1ccccc1-3
→ -8% | 1% | -7% | -3% | -15% | 0% | -15% | 0%

# The listing continues.
# Field names – A = Tau ThT inhib; B = ALDH1A1 block; C = Tau fluor counter; D = Tau fibril FP; E = SMN2 splice up; F = HTT aggregate; G = HTT ATP protect; H = JMJD2E inh
S=C(NNc1nc(Nc2ccccc2)nc(N2CCCCC2)n1)NC1CCCCC1
  A = -4%; B = -3%; C = -11%; D = -1%; E = -28%; F = ?; G = -24%; H = 0%

CN(CC(=O)Nc1cccc2c1CCCC2)S(=O)(=O)c1ccccc1
  A = 2%; B = -3%; C = 3%; D = -3%; E = -16%; F = 3%; G = 23%; H = 9%

Cc1ccc(Cl)cc1NC(=S)N(CCCN1CCN(C)CC1)Cc1cccs1
  A = 0%; B = -3%; C = 6%; D = -6%; E = -16%; F = 3%; G = -15%; H = 1%

CN1CCN(C(=O)C2=C[C@H](c3csc4ccccc34)C[C@H](OCc3ccc(CO)cc3)O2)CC1
  A = -2%; B = ?; C = -5%; D = 1%; E = .; F = -13%[9.22 µM]; G = -7%[10 µM]; H = -14%

O=C(Cn1nc(C(=O)O)c2ccccc2c1=O)Nc1nc(-c2ccccc2)cs1
  A = -4%; B = .; C = -19%; D = -13%; E = .; F = 4%[9.22 µM]; G = 9%[10 µM]; H = 6%

c1csc(CNCc2ccncc2)c1
  A = -6%; B = 8%; C = -3%; D = 9%; E = 7%; F = -13%; G = 4%; H = 1%

O=C(NCC1(N2CCOCC2)CCCCC1)c1ccc(Cl)c(S(=O)(=O)NCc2ccco2)c1
  A = 0%; B = -11%; C = 2%; D = -4%; E = 3%; F = -10%[9.22 µM]; G = -16%; H = 7%

Cc1cc2occ(CC(=O)Nc3nccs3)c2cc1C(C)C
  A = -1%; B = -9%; C = -20%; D = -9%; E = -47%[inhibitor]; F = ?; G = 1%; H = 3%

CC(C)NC(=O)CCCOc1ccc(Cl)cc1Cl
  A = -6%; B = 5%; C = -9%; D = 5%; E = -2%; F = 4%[9.22 µM]; G = -4%; H = -1%

CCNC(=O)CSc1nnc(-c2ccccc2)n1-c1ccc(OCC)cc1
  A = 6%; B = -4%; C = -3%; D = 3%; E = 5%; F = 10%; G = -4%; H = 5%

C=C(C)COc1ccc(-c2n[nH]c(C)c2-c2ccccc2OC)c(O)c1
  A = -11%; B = 9%; C = 18µM*[quencher]; D = 0%; E = -34%[inhibitor]; F = ?; G = 1%; H = -27%

Cc1cccc(Nc2ncnc3nc[nH]c23)c1C
  A = -3%; B = 7%; C = 5%; D = -1%; E = -2%; F = -27%; G = 16%[10 µM]; H = 2%

COC(=O)CCS(=O)(=O)c1ccc(Cl)c(Cl)c1
  A = 5%; B = -15%; C = -6%; D = -15%; E = 4%; F = -12%; G = -1%[0.074 µM]; H = 4%

CCCCN=C(NNc1ccc(Br)cc1)C(=O)OCC
  A = 4%; B = 14µM*; C = 3%; D = 4%; E = -14%; F = -10%; G = -4%[10 µM]; H = -1%

O=C(Cc1cccs1)NCc1cccc(F)c1
  A = -1%; B = 9%; C = -3%; D = -7%; E = .; F = -1%; G = -41%[inhibitor]; H = 9%

Cn1c(=O)c2c(nc(NCC3CCCO3)n2Cc2cccc(Br)c2)n(C)c1=O (stereo unspecified)
  A = -4%; B = 9%; C = -11%; D = 6%; E = -11%; F = 0%; G = -25%; H = 5%

# From PubChem BioAssay
